# TrxR1 substrate – rat thioredoxin reductase 1 substrate activity; actives 0.01% (n = 390,000); AID 588456; O89049; purified TrxR1 substrate turnover, NADPH consumption readout; Potency, µM (series often up to 114 µM), without a hit: at the top dose activity change, negative = substrate turnover; further: on the % scale 0 is the no-effect control and ±100 the full control effect; nearly all actives have a fitted effect of over 50% in size
#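 Rat TrxR1, dispensed at 90 nM, was prereduced with 400 uM NADPH (final) for 5 min at ~22 deg C, then incubated with compound 15 min before 400 uM selenite. A first-read NADPH fluorescence drop versus no-compound background flagged substrates.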
# rTrxR1 inhibitor – inhibitors of rat thioredoxin reductase 1; Potency, µM (series often up to 114 µM), for the others: top-dose activity change, negative = inhibition, usual class: inhibitors; actives 1% (n = 390,000); recombinant rTrxR1, NADPH fluorescence consumption, selenite substrate; AID 588453; O89049; further: on the % scale 0 is the no-effect control and ±100 the full control effect; nearly all actives have a fitted effect of over 65% in size
#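 Rat TrxR1 (90 nM in the dispensed reagent) was pre-reduced with 400 uM NADPH for 5 min at room temperature, then incubated with compound for 15 min. After 400 uM selenite was added, NADPH fluorescence (Ex 340/Em 450 nm) was followed for 8 min.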
# Vif-A3G inh – blocks the Vif interaction with human APOBEC3G. Potency, µM (titrated, usually from 46.1 µM), without a hit: at the top dose activity, negative = active, hits mostly inhibitors. HeLa A3G-eYFP + Vif (tagged APOBEC3G with the HIV-1 protein that degrades it), YFP fluorescence, overnight. AID 602310. Q9HC16. actives 0.076% (n = 410,000);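 further: on the % scale 0 is the no-effect control and ±100 the full control effect; nearly all actives have a fitted effect of over 60% in size; hits raise eYFP signal because A3G escapes Vif-driven loss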
#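 HeLa cells stably expressing Vif and C-terminally eYFP-tagged A3G, seeded overnight at 37 deg C, then exposed to compound by pintool overnight at 37 deg C. Rise in yellow fluorescence (Ex 488/Em 500-530, Acumen) marks blocked Vif-driven A3G degradation.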
# Vif-APOBEC3F blk – Vif-A3F binding inhibition | HeLa A3F-eYFP + Vif (tagged APOBEC3F with the HIV-1 protein that degrades it), YFP fluorescence increase | Potency, µM (titrated, usually from 46.1 µM), for the others: at the highest dose activity, negative = active | actives 0.2% (n = 390,000); further: % of control where 0% means no effect; nearly all actives have a fitted effect of over 65% in size
#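 HeLa cells stably expressing Vif plus C-terminally eYFP-tagged A3F were seeded, incubated overnight at 37 deg C, dosed with compound, incubated overnight again at 37 deg C. Yellow fluorescence (Ex 488/Em 500-530) reported blocked Vif-mediated A3F-eYFP degradation.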
# RXFP1 agonist – RXFP1 (human) receptor agonism | AID 2676 | Potency, µM (series often up to 57.5 µM), without a hit: at the highest dose activation, usual class: activators | HEK293T-RXFP1 cAMP TR-FRET, 30 min; response scale: percent of porcine relaxin response, buffer zero | actives 0.3% (n = 370,000); further: on the % scale 0 is the no-effect control and ±100 the full control effect; nearly all actives have a fitted effect of over 60% in size; many of its hits are not listed in these tables
#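 Agonist response is measured as cAMP accumulation in an RXFP1-transfected HEK293T line under PDE4 inhibition. Values are scaled between buffer-only and 29 nM porcine relaxin, and EC50s come from standard Hill equation fits.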
# RGS4 inh – inhibitors of human regulator of G protein signaling 4 | P49798 | Transcreener GDP fluorescence polarization, RGS4-accelerated GTP hydrolysis | actives 0.039% (n = 390,000) | Potency, µM (highest dose often 114 µM), without a hit: at the highest dose activity change, negative = inhibition, most hits filed as inhibitors; further: on the % scale 0 is the no-effect control and ±100 the full control effect; nearly all actives have a fitted effect of over 75% in size; some results filed as inactive show a strong effect at the top dose
# Target sequence (P49798 whole entry, looked up): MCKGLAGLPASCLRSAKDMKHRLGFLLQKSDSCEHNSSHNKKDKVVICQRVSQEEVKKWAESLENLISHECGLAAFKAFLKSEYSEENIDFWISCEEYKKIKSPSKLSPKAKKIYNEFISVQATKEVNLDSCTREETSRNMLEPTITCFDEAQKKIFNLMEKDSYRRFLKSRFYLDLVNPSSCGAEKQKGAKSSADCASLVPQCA
#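 MLSMR compounds (23 nl, pin-transferred) preincubated 10 min at room temperature with a 500nM (2x) first reagent, then RGS4 at 900nM (2x) plus Transcreener GDP mix added; fluorescence polarization (620/688 nm) read before and after 90 min at 30 °C.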
# ALOX12 inh – ALOX12 (human) lipoxygenase inhibition; P18054; purified 12hLO, xylenol orange hydroperoxide absorbance; Potency, µM (titrated, usually from 108 µM), inactives show at the highest dose activity change, negative = inhibition, usual class: inhibitors; actives 1.1% (n = 580,000); AID 1671190; further: on the % scale 0 is the no-effect control and ±100 the full control effect
#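 Purified human 12hLO at 150 nM in 25 mM Hepes, 0.01% Triton X-100, pH 7.0, preincubated 15 min at room temperature with compound. Reaction started with 40 uM arachidonic acid, 30 min at room temperature. Hydroperoxide measured by Fe-xylenol orange, 573/405 nm absorbance ratio.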
# IDH1 R132H inh – blocks human mutant IDH1 R132H enzyme. IDH1-R132H enzyme, NADPH consumption, diaphorase/resazurin fluorescence. Potency, µM (titrated, usually from 76.6 µM), without a hit: at the top dose activity change, negative = inhibition, hits mostly inhibitors. actives 0.093% (n = 390,000); further: on the % scale 0 is the no-effect control and ±100 the full control effect; nearly all actives have a fitted effect of over 65% in size
#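 IDH1-R132H (0.5 ug/mL dispensed) in pH 7.5 Tris buffer was preincubated 30 min with compound, then given a substrate mix of 0.016 mM NADPH and 2 mM alpha-KG for 80 min at room temperature; remaining NADPH was read by diaphorase/resazurin fluorescence.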
# USP1 inh – USP1/UAF1 (human) deubiquitinase inhibition | O94782 | recombinant USP1/UAF1, Ub-Rhodamine cleavage fluorescence | Potency, µM (top dose mostly 57.1 µM), for the others: at the highest dose activity change, negative = inhibition, hits mostly inhibitors | actives 0.23% (n = 390,000); further: on the % scale 0 is the no-effect control and ±100 the full control effect; nearly all actives have a fitted effect of over 60% in size; inactives centre near -12
# Target sequence (O94782 whole entry, looked up): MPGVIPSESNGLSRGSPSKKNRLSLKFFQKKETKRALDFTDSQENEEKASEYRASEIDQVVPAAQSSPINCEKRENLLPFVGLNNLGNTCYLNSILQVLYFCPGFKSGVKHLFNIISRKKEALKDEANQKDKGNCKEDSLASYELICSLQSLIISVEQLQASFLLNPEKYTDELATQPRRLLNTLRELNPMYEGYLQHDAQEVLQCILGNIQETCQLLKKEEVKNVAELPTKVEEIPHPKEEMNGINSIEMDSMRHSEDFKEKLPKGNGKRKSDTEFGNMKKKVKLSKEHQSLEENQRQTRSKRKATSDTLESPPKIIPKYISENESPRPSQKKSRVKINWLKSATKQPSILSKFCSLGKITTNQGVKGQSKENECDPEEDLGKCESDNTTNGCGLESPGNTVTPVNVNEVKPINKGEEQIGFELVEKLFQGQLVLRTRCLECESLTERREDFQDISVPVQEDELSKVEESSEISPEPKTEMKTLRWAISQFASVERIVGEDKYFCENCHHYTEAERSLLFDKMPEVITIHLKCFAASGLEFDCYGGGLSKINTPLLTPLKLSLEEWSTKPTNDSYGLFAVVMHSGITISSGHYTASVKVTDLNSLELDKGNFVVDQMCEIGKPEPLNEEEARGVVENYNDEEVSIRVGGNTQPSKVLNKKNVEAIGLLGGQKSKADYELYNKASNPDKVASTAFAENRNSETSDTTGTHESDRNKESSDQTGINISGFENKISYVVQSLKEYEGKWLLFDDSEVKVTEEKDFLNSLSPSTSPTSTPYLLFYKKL
#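 In this screen, compounds sit with the deubiquitinase complex (1nM) for 15 min at room temperature before Ub-Rho is added at 150nM final. Fluorescence rise is then followed for 6 reads every 60 seconds.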
# The depositor's hits bear a star; ? = inconclusive; nt = no result given; & = joins results of further samples; [ ] = another dose, or the depositor's remark. The call rests on the fitted dose curve; in most records, active means well fitted curve in the direction sought with a large enough effect; inconclusive means small, poorly fitted or top-dose-only effect, or another doubt; inactive means no such curve, though single readings can be large; an effect the other way counts as inactive or inconclusive. Potency means the concentration at half of the fitted maximal effect.
# Values run as follows: ALOX12 inh, USP1 inh, rTrxR1 inhibitor, Vif-APOBEC3F blk, Vif-A3G inh, RXFP1 agonist, TrxR1 substrate, IDH1 R132H inh, RGS4 inh
Nn1c(Cc2cccc3ccccc23)nnc1SCC(=O)N1CC(=O)Nc2ccccc21
    -2%, -21%, 11%, 0%, 3%, 0.1%, -4%, 3%, -9%
Nc1c(C(=O)CSc2ccccn2)c(=O)[nH]c(=O)n1C1CC1
    -10%, -19%, 9%, -6%, 0%, 0.8%, -1%, -2%, 6%
O=C(CSc1nncn2c1cc1occc12)Nc1ccc(F)c(Cl)c1
    -15%, -10%, ?, 5%, 0%, ?, -9%, -13%, -22%
CC(/C=C/c1ccccc1)=N\NC(N)=S
    11µM*, -14%, -8%[57.1 µM], -3%, -17%, 1.9%, -3%[57.1 µM], 0%, -10%[11.4 µM]
CC(NC(=O)CCCn1c(=O)c2cccn2c2cccnc21)c1ccccc1 (stereo not given)
    ?, 8%, 2%, 3%, -3%, 5.8%, -1%, -12%, 5%
COc1ccc(C2=CC(c3c(C)nn(-c4ccccc4)c3Cl)n3nnnc3N2)cc1OC (stereo not given)
    0%, -22%, 13%[57.1 µM], 2%, -7%, 6.6%, 11%[57.1 µM], -3%, -15%
O=C1c2ccccc2C(=O)N1CCC(O)C[N+](=O)[O-] (stereo not given)
    -27%, -20%, 71µM*, -17%, 3%, 4.8%, -3%, 5%, -33%
COc1ccc(-c2[nH]c3ccccc3c2SCCNC(=O)c2ccccc2)cc1
    -6%, -16%, -7%[57.1 µM], -4%, -4%, 4.4%, 7%[57.1 µM], 2%, -13%
CCOc1ccc(S(=O)(=O)Nc2ccc(C(=O)NCC3(N4CCCCC4)CCCCC3)cc2)cc1
    -11%, -23%, 6%[57.1 µM], 7%, 0%, 0.8%, 0%[57.1 µM], -9%, -2%
O=C(N/N=C/c1ccc(C(F)(F)F)cc1)c1ccncc1
    13%, -12%, 9%[57.1 µM], -9%, 0%, 0.8%, -9%, 15%, 0%
CN(C)S(=O)(=O)c1cc(C(=O)Nc2ccccc2C(=O)NC2CC2)ccc1Cl
    ?, -22%, 4%, -4%, -6%, 2.2%, -1%, 0%, -19%
CSc1nc2c(c(=O)[nH]1)C(c1ccc(Cl)cc1)CC(=O)N2 (stereo not given)
    0%, -3%, 24%[57.1 µM], 6%, 1%, 1.0%, -6%[57.1 µM], 4%, -1%
Cc1cc(C)c(OCC(=O)N(Cc2ccccc2)C2CCS(=O)(=O)C2)c(C)c1 (stereo not given)
    0%, -18%, -4%[57.1 µM], 2%, -4%, -2.7%, -1%[57.1 µM], -1%, -2%
COc1cccc(Cn2nnc(C(=O)Nc3cc(Cl)ccc3OC)c2N)c1
    18%[57.4 µM], -14%, 7%[57.1 µM], -3%, -23%, -0.4%, 10%[57.1 µM], -1%, 22%
CC(C)(C)C(=O)NC1(C(F)(F)F)NC(=O)N(c2ccc(F)cc2)C1=O (stereo not given)
    0%&-12%, -7%&-6%, 20%[57.1 µM], -8%&-3%, -1%&-3%, -1.8%&-1.5%, -1%[57.1 µM], -1%&9%, -28%&2%
CCCSC1=NC2(CCN(C(=O)NC3CCCCC3)CC2)N=C1c1ccc(Cl)cc1
    -14%, -13%, 7%, 3%, 0%, -2.2%, 3%, 1%, -30%
Cc1cccc(C(=O)Nc2ccc(C(=O)/C=C/c3cccs3)cc2)c1
    -29%, -19%, 1%[57.1 µM], 2%, -2%, -0.9%, 8%[57.1 µM], 7%, -23%
C/C(CC(=O)Nc1ccccc1)=N\NC(=O)COc1ccc(C)cc1Br
    11%, -25%, 2%, -3%, 1%, 0.0%, -6%, -10%, -9%
CCOC(=O)C1(Cc2ccccc2C)CCCN(C(=O)c2ccoc2)C1 (stereo not given)
    -9%, -1%, -16%, -3%, 1%, -5.1%, -7%, 16%, 19%
Cc1cc(=O)oc2cc(OC(C)C(=O)Nc3ccc(C(N)=O)cc3)ccc12 (stereo not given)
    147%[activator], 3%, 74%[activator], 10%, -5%, 3.5%, 25%, -8%, 30%
Cc1ccc(OCC(=O)Nc2ccc(Cl)cc2)c(-n2nc3ccccc3n2)c1
    11%, 18%, 3%, -2%, -6%, 4.9%, 12%, -3%, -9%
COc1ccc(NS(=O)(=O)c2ccc(N3CCCCC3)c(NC(=O)C(C)NC(N)=O)c2)cc1 (stereo not given)
    ?, -21%, 13%, 3%, 0%, nt, 1%, -5%, -14%
O=C(NCCc1ccccc1)c1cccc(NC(=O)C2CCCC2)c1
    1%, -33%, 9%, 3%, 4%, nt, -2%, 3%, -2%
CC(C)(C)c1ccc(OCCNC(=S)Nc2ccccc2)cc1
    45µM*, -11%, 12%[57.1 µM], -10%, -1%, 1.5%, 6%[57.1 µM], 0%, 12%
CC1=C(c2ccc(F)cc2)[N+](=O)C(C)(C)N1[O-]
    41%[activator], -8%, 7%[57.1 µM], 4%, 1%, -2.3%, -2%[57.1 µM], 3%, 3%
O=C(O)CCCCCn1c(SCc2cc(=O)n3ccccc3n2)nc2ccsc2c1=O
    -2%, 1%, -18%, -10%, 0%, ?, 6%[11.4 µM], 15%, -14%
COC(=O)c1c(N2C(=O)CCC2=O)sc2c1CCCC2
    47%[activator][57.4 µM], -17%, 13%, -7%, -10%, -1.2%, 2%, 3%, 12%
CCOC(=O)c1c(NC(=O)CSc2nncn2C)sc(C)c1C
    4%, -19%, -3%, 3%, -4%, 0.4%, -5%, 1%, 3%
COC(=O)C1=C(C)N(C)C(C)=C(C(=O)OC)C1c1ccsc1
    0%, -16%, -9%, -1%, 2%, -1.6%, 0%[57.1 µM], 2%, -1%
CC1=CC(=O)C=CC1(C)C(Cl)(Cl)Cl (stereo not given)
    1%, -13%, 14%[57.1 µM], -7%, -1%, 3.1%, 5%[57.1 µM], 7%, -1%

# The closing five entries of the section above open the next one:
# Values run as follows: ALOX12 inh, USP1 inh, rTrxR1 inhibitor, Vif-APOBEC3F blk, Vif-A3G inh, RXFP1 agonist, TrxR1 substrate, IDH1 R132H inh, RGS4 inh
O=C(O)CCCCCn1c(SCc2cc(=O)n3ccccc3n2)nc2ccsc2c1=O
    -2%, 1%, -18%, -10%, 0%, ?, 6%[11.4 µM], 15%, -14%
COC(=O)c1c(N2C(=O)CCC2=O)sc2c1CCCC2
    47%[activator][57.4 µM], -17%, 13%, -7%, -10%, -1.2%, 2%, 3%, 12%
CCOC(=O)c1c(NC(=O)CSc2nncn2C)sc(C)c1C
    4%, -19%, -3%, 3%, -4%, 0.4%, -5%, 1%, 3%
COC(=O)C1=C(C)N(C)C(C)=C(C(=O)OC)C1c1ccsc1
    0%, -16%, -9%, -1%, 2%, -1.6%, 0%[57.1 µM], 2%, -1%
CC1=CC(=O)C=CC1(C)C(Cl)(Cl)Cl (stereo not given)
    1%, -13%, 14%[57.1 µM], -7%, -1%, 3.1%, 5%[57.1 µM], 7%, -1%
Nc1ccc2c(c1)ncn2CCCn1cnc2cc(N)ccc21
    13%, -19%, 8%, 5%, 1%, -0.4%, 8%, 2%, -44%
Cc1sc2ncn(CC(=O)NCCCC(=O)NCc3ccc(F)cc3)c(=O)c2c1C
    -14%, -17%, 24%, -32%, -4%, 2.9%, 4%, -6%, 23%
Cc1ccccc1NC(=O)c1ccc(Nc2c([N+](=O)[O-])cc([N+](=O)[O-])c3ccccc23)cc1
    14%, -15%, -2%, -1%, -2%, 0.0%, -8%, 7%, -22%
O=C(O)c1cccc(NC(=O)c2cc(S(=O)(=O)N3CCOCC3)cs2)c1
    7%, -2%, 15%, 10%, 0%, -2.3%, -1%, -8%, 12%
CC1CCc2c(sc3ncn(CC(=O)N4CCCCC4)c(=O)c23)C1 (stereo not given)
    -2%, -10%, 16%, 0%, -1%, 4.3%, -5%, -6%, 3%
S=C1NCCc2ccccc2C1c1ccccc1Cl (stereo not given)
    ?, -9%, -7%, 1%, 2%, -2.7%, -4%[0.457 µM], 5%, 15%
C/C(CC(=O)Nc1c(C)cc(C)cc1C)=N\NC(=O)c1cnccn1
    -16%, -3%, ?, -1%, -4%, 1.6%, 6%[0.457 µM], 4%, -4%
CC1CCc2c(sc3nc(SCC(=O)NCc4ccco4)nc(N)c23)C1 (stereo not given)
    -30%, -10%, -40%, 8%, -20%, 5.7%, 9%[57.1 µM], -2%, -32%
COc1ccc(OCc2nc3ccccc3[nH]2)cc1
    12%, 11%, 7%, 0%, -1%, 1.9%, 8%, 6%, 8%
O=C1NC(Cc2ccc(O)cc2)c2nc3ccc(Br)cc3c(=O)n2-c2cc3ccccc3cc21 (stereo not given)
    -12%, 2%, nt, -13%, -19%, nt, nt, -2%, nt

# Three compounds already listed, arranged by their value in ALOX12 inh, ascending:
mol	ALOX12 inh	USP1 inh	rTrxR1 inhibitor	RXFP1 agonist	TrxR1 substrate	IDH1 R132H inh	RGS4 inh
CCCSC1=NC2(CCN(C(=O)NC3CCCCC3)CC2)N=C1c1ccc(Cl)cc1	-14%	-13%	7%	-2.2%	3%	1%	-30%
O=C(O)CCCCCn1c(SCc2cc(=O)n3ccccc3n2)nc2ccsc2c1=O	-2%	1%	-18%	?	6%[11.4 µM]	15%	-14%
CCOC(=O)c1c(NC(=O)CSc2nncn2C)sc(C)c1C	4%	-19%	-3%	0.4%	-5%	1%	3%

# A portion of the library, so the mix of outcomes need not match the whole.
